SKKanGAS inh = SKKanGAS growth inhibition | S. pyogenes SKKanGAS, kanamycin growth, BacTiter-Glo, 6 h | hit rate 1.3% among 300,000 | inhibition, % at 7.5 µM;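 active = mean replicate score, as percent of positive control median, at least 50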;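 also: strain carries kanamycin resistance gene driven by streptokinase promoter and grows in 40 µg/ml kanamycin; loss of luminescence reflects streptokinase promoter inhibition or plain growth inhibition; 0% = median of DMSO wells and 100% = positive control at its reference dose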
RGS4 act = RGS4 potentiation or activation. HEK293 M3R/inducible RGS4, carbachol calcium flux Fluo4; active compounds read low. B-score at 10 µM. hit rate 0.92% among 310,000;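 active = B-score of the integrated calcium signal more than 4 SD below the library mean, with starting fluorescence not abnormally high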;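 also: negative B-score means reduced calcium response which marks RGS4 activation or potentiation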
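System – HEK293 FlpIn-TREx cells, stable M3R, doxycycline-inducible RGS4 · Reagent – ECmax carbachol challenge · Times – compound preincubation 20 min at room temperature before agonist · Technique – Fluo4 fluorescence kinetic imaging of calcium · Measure – B score of integrated Fluo4 ratio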
KCNK3 block = human KCNK3 channel inhibition, primary screen. O14649. CHO-KCNK3 thallium flux, FluxOR fluorescence; active compounds read low. B-score at 10 µM. hit rate 0.84% among 340,000;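 active = B-score under library mean minus 4 SD, starting fluorescence ratio at most library mean plus 5 SD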;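 also: more negative B-score means stronger inhibition of thallium flux through KCNK3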
HDAC3 inh = blocks human histone deacetylase 3. inhibition, % at 8.3 µM. recombinant HDAC3, fluorogenic peptide/trypsin coupled, fluorescence. hit rate 0.15% among 320,000; in the data active = inhibition above about 26%, passing the limit was not always enough
Target sequence (O15379 whole entry, looked up): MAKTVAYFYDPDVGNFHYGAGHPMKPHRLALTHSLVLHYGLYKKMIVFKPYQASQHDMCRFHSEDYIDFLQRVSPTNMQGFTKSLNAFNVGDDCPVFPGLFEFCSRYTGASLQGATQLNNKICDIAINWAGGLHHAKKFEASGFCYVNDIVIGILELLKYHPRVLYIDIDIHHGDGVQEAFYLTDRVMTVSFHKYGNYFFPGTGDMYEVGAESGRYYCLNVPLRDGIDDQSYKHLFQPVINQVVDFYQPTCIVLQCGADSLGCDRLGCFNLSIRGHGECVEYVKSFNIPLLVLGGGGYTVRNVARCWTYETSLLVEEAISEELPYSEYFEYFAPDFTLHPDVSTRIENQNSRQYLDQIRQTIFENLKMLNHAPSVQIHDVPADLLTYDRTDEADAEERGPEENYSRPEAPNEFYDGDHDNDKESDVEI
ANO1 block = inhibitors of mouse TMEM16A calcium-activated chloride channel; Q8BHY3; HEK293 TMEM16A/YFP iodide influx fluorescence, ionomycin; normalized B-score (activity score, 25-100; higher = stronger inhibition) at 10 µM; hit rate 1.2% among 310,000;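 active = ratio plate-corrected score three or more library SD toward inhibition, starting fluorescence score within five deviations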;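 also: score derived from kinetic fluorescence span divided by baseline fluorescence per well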
hERG rescue = shields human hERG channel from block by proarrhythmic agents; Q12809; CHO-hERG, FluxOR thallium flux, dofetilide IC70 present; activation (rescue from dofetilide block), less the hit threshold, % at 10 µM; hit rate 0.51% among 310,000;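 active = activation above the mean of controls blocked by dofetilide plus 5 SD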;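 also: thallium influx through hERG after potassium depolarization seen as dye fluorescence rise; in these data hits start at about 4.7%; inactives centre near -7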
ANO1 activ = activates or potentiates the mouse TMEM16A chloride channel; HEK293 TMEM16A/YFP-H148Q/I152L, iodide quench fluorescence; active compounds read low; B-score at 10 µM; Q8BHY3; hit rate 0.3% among 340,000;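 active = fluorescence-ratio B-score plate-corrected deviation score at least 3 library SD below zero, with starting fluorescence score within 5 deviations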;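 also: channel opened by trigger with iodide after compound preincubation; score built on the fluorescence ratio of max minus min over baseline; more negative score means more quench and so TMEM16A activation or potentiation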
RGS4 block = inhibitors of human RGS4 | HEK293 M3R/RGS4 inducible, Fluo-4 calcium flux; active compounds read high; triggered by carbachol at its EC20 | hit rate 0.45% among 310,000 | B-score at 10 µM | AID 463165;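 active = B-score, a plate-corrected calcium signal, over three deviations above library mean, with baseline fluorescence within five deviations of library mean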;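 also: RGS4 expression induced by doxycycline in cells with stable M3 receptor; B-score is computed from the integrated fluorescence ratio over baseline after carbachol; higher B-score means a larger calcium signal and so more RGS4 inhibition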
Target sequence (P49798 whole entry, looked up): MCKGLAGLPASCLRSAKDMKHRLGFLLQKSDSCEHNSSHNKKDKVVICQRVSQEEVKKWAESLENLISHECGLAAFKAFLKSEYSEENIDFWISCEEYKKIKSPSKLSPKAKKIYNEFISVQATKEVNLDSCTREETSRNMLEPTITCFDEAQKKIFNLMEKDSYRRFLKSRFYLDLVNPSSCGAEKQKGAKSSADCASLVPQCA
KCNQ1 act = potentiators or activators of human KCNQ1 potassium channel | hit rate 0.35% among 310,000 | CHO-K1 KCNQ1, thallium flux FluxOR fluorescence; active compounds read high | P51787 | B-score at 10 µM | AID 2648;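 active = fluorescence ratio B-score, a plate-corrected score, at least three library SD, with initial intensity B-score within 5 SD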
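Test system: CHO-K1 cells stably expressing KCNQ1 / Medium: assay buffer / Also added: depolarizing K+/Tl+ stimulus, K2SO4 and Tl2SO4 each 12.5 mM in 5x stock / Incubation: 90 min dye loading and 20 min compound exposure, both at room temperature / Signal: thallium influx via FluxOR fluorescence, kinetic imaging / Evaluation: B score of baseline-normalized fluorescence ratio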
KCNQ1 block = blocks the human KCNQ1 potassium channel; CHO-K1 KCNQ1, FluxOR thallium flux fluorescence; active compounds read high; B-score at 10 µM; hit rate 1.3% among 310,000; AID 2642;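 active = compounds whose thallium flux B-score, printed positive for inhibition, exceeds three library SD while starting fluorescence stays within three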;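 also: channel opened by potassium depolarization with thallium stimulus after 20 min compound exposure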
KCNK9 inh = inhibitors of human KCNK9 two-pore domain potassium channel; Q9NPC2; HEK293 KCNK9, FluxOR thallium flux fluorescence; active compounds read low; B-score at 10 µM; hit rate 1.2% among 310,000; AID 488922;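 active = ratio B-score over 3 SD below the library mean, with starting fluorescence within 5 SD of its mean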;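 also: negative B-score means less thallium flux so channel inhibition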
Target sequence (Q9NPC2 whole entry, looked up, the tested form may be a part): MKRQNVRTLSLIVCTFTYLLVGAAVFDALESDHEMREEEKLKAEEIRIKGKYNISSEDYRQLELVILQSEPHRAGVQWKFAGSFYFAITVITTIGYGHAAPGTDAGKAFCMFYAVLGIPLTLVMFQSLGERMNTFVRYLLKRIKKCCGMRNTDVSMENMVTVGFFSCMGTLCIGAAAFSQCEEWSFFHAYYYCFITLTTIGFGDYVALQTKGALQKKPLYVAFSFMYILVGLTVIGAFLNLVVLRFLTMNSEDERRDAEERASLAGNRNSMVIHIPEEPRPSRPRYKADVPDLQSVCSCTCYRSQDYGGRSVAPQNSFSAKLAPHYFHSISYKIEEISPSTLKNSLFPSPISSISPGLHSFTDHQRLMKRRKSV
Active calls of the source: *; i = inactive; x = no result given. This is a random part of the collection; overall some 6.3% were active at least once.

SMILES	SKKanGAS inh	RGS4 act	KCNK3 block	HDAC3 inh	ANO1 block	hERG rescue	ANO1 activ	RGS4 block	KCNQ1 act	KCNQ1 block	KCNK9 inh
CN(C)C(=S)Nc1cccc(F)c1	12.9	i	i	-2.9	i	-9.4	i	i	i	i	i
CN(C)c1oc(-c2ccccc2F)nc1C#N	-18.5	i	i	-18.8	i	-7.6	i	i	i	i	i
COC(=O)c1cc(-c2cccc(OC)c2)on1	-7.7	i	i	0.7	i	7.2*	i	i	i	i	i
N#Cc1cnn(CC2CCCCC2)c1N	0.1	i	i	3.7	i	-9.0	i	i	i	i	i
Cc1ccc(NC2=C([N+](=O)[O-])CS(=O)(=O)C2)cc1	8.2	i	i	5.4	i	-4.3	i	i	i	i	i
COCCn1c(C)cc(C(=O)COC(=O)c2ccc(Cl)c(S(N)(=O)=O)c2)c1C	-10.0	i	i	-8.2	i	-9.7	i	i	i	i	i
COc1ccccc1CC(=O)Nc1ncc(C)s1	-0.2	i	i	2.3	i	-7.0	i	i	i	i	i
Cc1noc(NS(=O)(=O)c2ccc(N)cc2)c1C	-0.6	i	i	-6.8	i	-7.4	i	i	i	i	i
CC(C)(C)NC(=O)NC(=O)COC(=O)CNC(=O)c1cccc(F)c1	-16.8	i	i	-6.0	i	-6.8	i	i	i	i	i
Cn1c(N)c(C(=O)CSc2ncn[nH]2)c(=O)n(C)c1=O	-12.5	i	i	x	i	-8.4	i	i	i	i	i
CC(=O)c1cccc(NC(=O)CN(c2cccc(F)c2)S(C)(=O)=O)c1	-7.1	i	i	-14.9	i	-5.1	i	i	i	i	i
Cc1ccc(C(=O)OCC(=O)NNC(=O)COc2ccc(Cl)cc2)c(O)c1	-1.8	i	i	3.8	i	-10.3	i	i	i	i	i

The last 2 entries of the section before are carried over, then new ones follow:
SMILES	SKKanGAS inh	RGS4 act	KCNK3 block	HDAC3 inh	ANO1 block	hERG rescue	ANO1 activ	RGS4 block	KCNQ1 act	KCNQ1 block	KCNK9 inh
CC(=O)c1cccc(NC(=O)CN(c2cccc(F)c2)S(C)(=O)=O)c1	-7.1	i	i	-14.9	i	-5.1	i	i	i	i	i
Cc1ccc(C(=O)OCC(=O)NNC(=O)COc2ccc(Cl)cc2)c(O)c1	-1.8	i	i	3.8	i	-10.3	i	i	i	i	i
Cc1cccc(N/C=C(\[N+](=O)[O-])S(=O)(=O)c2ccccc2)c1	-1.5	i	i	-12.6	i	-9.6	i	i	i	i	i
O=C(CCCN1C(=O)c2ccccc2C1=O)Nc1ccccn1	-16.3	i	i	0.9	i	-14.3	i	i	i	i	i
Cc1cc(Cl)ccc1NC(=O)CN1CCCC1	-7.3	i	i	-1.3	i	-3.9	i	i	i	i	i
O=C([C@@H]1CC=C[C@@H]2CCN(C3CC3)C(=O)[C@@H]21)N1CCN(c2ccccc2)CC1	2.3	i	i	-1.2	i	2.1	i	i	i	i	i
Cc1ccc(NS(=O)(=O)c2cc(NC(=O)C(C)Oc3ccccc3)ccc2C)c(C)c1 (stereo not drawn)	9.7	i	i	12.2	i	-12.6	i	i	i	i	i
Cc1cc(C)nc(NC(=O)c2c(C(=O)O)noc2C)n1	12.3	i	i	-6.3	i	-4.9	i	i	i	i	i
COc1ccc(-c2cn3cc(C)ccc3n2)cc1Br	-1.8	i	i	6.3	i	-4.2	i	i	i	i	i
O=C(Cc1ccccc1)NNC(=O)Nc1ccc(Cl)c(Cl)c1	-17.6	i	i	-3.3	i	-2.8	i	i	i	i	i
CCCCCCn1c(CN2CCN(C(=O)c3ccco3)CC2)nc2c1c(=O)n(C)c(=O)n2C	-5.3	i	i	-0.3	i	-12.5	i	i	i	i	i
Cc1nnc(SCC(N)=O)n1CC1CCCO1 (stereo not drawn)	4.7	i	i	-18.6	i	-2.4	i	i	i	i	i
Cc1nc(Oc2ccc(S(=O)(=O)N3CCOCC3)cc2Cl)c2c3c(sc2n1)CCCC3	48.2	i	i	8.3	i	-9.3	i	i	i	i	i
CC(=O)c1ccc(S(=O)(=O)NCCC(=O)OCC(=O)NCCc2ccccc2)cc1	1.7	i	i	-1.0	i	-6.2	i	i	i	i	i
O=C(Cn1cnc2c(cnn2-c2ccc(F)cc2)c1=O)NCc1ccco1	-10.3	i	i	9.4	i	-1.9	i	i	i	i	i
Cc1ccc(-c2csc(NC(=O)c3ccno3)n2)cc1	12.2	i	i	1.0	i	-7.9	i	i	i	i	i
C/C(CC(=O)NCC(C)C)=N\NC(=O)COc1cc(C)c(Br)cc1Br	4.3	i	i	-1.5	i	-2.7	i	i	i	i	i
O=C(c1ccc(OC2CCN(Cc3ccccc3OC(F)F)CC2)cc1)N1CCCC1	-12.2	i	i	7.1	i	-9.6	i	i	i	i	i
O=C(c1cccs1)N1CCN(S(=O)(=O)N2CCOCC2)CC1	-11.7	i	i	0.6	i	-7.5	i	i	i	i	i
COc1ccc(-c2c(NC(=O)c3ccco3)n(-c3ccccc3)nc(C)c2=O)cc1	-2.4	i	i	0.2	i	-13.4	i	i	i	i	i
Cc1sc(NC(=O)C2CCCCC2C(=O)O)c(C(N)=O)c1-c1ccc(C(C)C)cc1 (stereo not drawn)	21.1	i	i	1.2	i	-5.5	i	i	i	i	i
Cn1cc(SCC(=O)NCc2ccc3c(c2)OCO3)c2ccccc21	-8.4	i	i	0.9	i	-7.5	i	i	i	i	i
O=C(CCC1CCCN(C(=O)CCCc2ccccc2)C1)N1CCN(c2ccccn2)CC1 (stereo not drawn)	1.1	i	i	x	i	-11.0	i	i	i	i	i
O=c1[nH]ncc(N2CCN(C(c3ccccc3)c3ccccc3)CC2)c1Cl	-1.4	i	i	3.8	i	-16.5	i	i	i	i	i
COc1ccc(CN2CCN(S(=O)(=O)c3ccc(F)cc3)CC2)cc1OC	-13.9	i	i	2.1	i	-7.3	i	i	i	i	i
Cc1c(NC(=O)/C(C#N)=C/c2ccc(-c3ccccc3Cl)o2)c(=O)n(-c2ccccc2)n1C	-1.7	i	i	6.1	i	-6.0	i	i	i	i	i
CCOC(=O)C1C(=O)CC(C)(O)C(C(=O)OCC)C1c1ccc(Br)o1 (stereo not drawn)	-3.3	i	x	-2.8	i	-1.8	x	i	i	i	i
COc1ccc(S(=O)(=O)NCc2c(-c3ccccc3)noc2C)c(OC)c1	12.8	i	i	-0.1	i	-8.4	i	i	i	i	i
Cc1ccc(CN2CCCOCCS2(=O)=O)cc1	0.1	i	i	7.6	i	-11.5	i	i	i	i	i
CC(=O)Nc1cccc(/C(C)=N/NC(N)=S)c1	-2.9	i	i	0.3	i	-6.5	i	i	i	i	i
CCCc1ncc(C(O)c2cccc(OC)c2)n1C (stereo not drawn)	0.4	i	i	1.4	i	-7.6	i	i	i	i	i
Cc1cc(N)ccc1NC(=O)CN1CCCC1	2.7	i	i	-4.7	i	-10.0	i	i	i	i	i
COc1cc(CN(C)Cc2nc3cc(C(F)(F)F)ccc3c(=O)[nH]2)ccc1OC(F)F	-13.1	i	i	10.3	i	-12.9	i	i	i	i	i
COC(=O)c1ccc(CSc2ncnc3c2nnn3-c2ccc(F)cc2)o1	-3.2	i	i	-2.0	i	-2.0	i	i	i	i	i
CN1C(=O)[C@@H]2[C@@H]3C[C@@H]([C@H]4ON=C(c5ccc(Cl)cc5)[C@@H]34)[C@@H]2C1=O	2.3	i	i	5.4	i	-5.2	i	i	i	i	i
COc1ccc(CCNC(=O)C2CC(=O)N(C3CCCCC3)C2)cc1OC (stereo not drawn)	-0.6	i	i	3.7	i	-6.6	i	i	i	i	i
COc1ccccc1N1CCN(c2ccc3ccccc3n2)CC1	-0.5	i	i	-4.9	i	-4.2	i	i	i	i	i
O=C(NCCCN1CCN(c2ccccc2F)CC1)C1CCN(S(=O)(=O)N2CCOCC2)CC1	-4.1	i	i	-4.7	i	-2.0	i	i	i	i	i
COc1cc2c(cc1OC)C1=C(C#N)CCC(=NC(=O)c3ccco3)N1CC2	0.7	i	i	4.4	i	-5.2	i	i	i	i	i
Oc1ccc(N=Nc2n[nH]c(-c3ccc(Br)cc3)n2)cc1	0.5	i	i	14.8	i	-6.2	i	i	i	i	i
CC(C)Cc1nc2oc3c(=O)[nH]cnc3c2c2c1CCC2	9.1	i	i	-1.0	i	-11.4	i	i	i	i	i
Cc1cccc(NC(=O)CN2C(=O)c3ccccc3S2(=O)=O)n1	-0.3	i	i	-3.8	i	-9.8	i	i	i	i	i
CC(C)Cn1c(NCCN(C)C)nc2c1c(=O)[nH]c(=O)n2C	5.1	i	i	x	i	-4.2	i	i	i	i	i
Nc1nc(NC2CCCCC2)nc(NCCO)c1[N+](=O)[O-]	0.5	i	i	4.6	i	-1.6	i	i	i	i	i
CS(=O)(=O)c1ncc(CO)n1Cc1ccccc1	-27.8	i	i	2.9	i	-4.7	i	i	i	i	i
O=C(CCCN1C(=O)/C(=C/c2cccc(Br)c2)SC1=S)Nc1ccccn1	28.1	i	i	-5.1	i	-14.9	i	i	i	i	i
O=C1C=C(c2ccccc2)C(=O)N1Nc1ccccc1	0.5	i	i	-0.8	i	-18.5	i	i	i	i	i
O=C(Nc1ccccc1N1CCOCC1)C1Cc2ccccc2CN1C(=O)c1ccco1 (stereo not drawn)	6.7	i	i	-0.2	i	-0.3	i	i	i	i	i
CCOC(=O)c1nnn(-c2nonc2-n2cccc2)c1-c1cccc([N+](=O)[O-])c1	1.8	i	i	-3.7	i	-11.1	i	i	i	i	i
Cc1cc(C[n+]2ccsc2N)c2ncccc2c1	-4.9	i	i	-5.5	i	-6.9	i	i	i	i	i
Cc1cc(F)ccc1NC(=O)c1cccnc1	-4.1	i	i	-11.1	i	-11.8	i	i	i	i	i
Cc1cc(NC(=O)CSc2nnnn2-c2ccc(C)c(Cl)c2)no1	-2.3	i	i	1.8	i	-4.1	i	i	i	i	i
COc1ccccc1OCc1nc(-c2cccc([N+](=O)[O-])c2)no1	-1.6	i	i	3.0	i	-3.6	i	i	i	i	i
COc1ccc(NC(C)C(=O)N/N=C/c2ccc([N+](=O)[O-])s2)cc1 (stereo not drawn)	6.2	i	i	5.5	i	-10.4	i	i	i	i	i
COc1ccc(N2CC(C(=O)N/N=C/c3c[nH]c4ccccc34)CC2=O)cc1 (stereo not drawn)	6.9	i	i	9.7	i	-11.2	i	i	i	i	i
Oc1nc(-c2ccc(Br)cc2)n2ccncc12	2.7	i	i	3.2	i	-4.7	i	i	i	i	i

Compound activity (PubChem)
